# Screening results (PubChem)
# PLC-beta3 inh = blocks human PLC-beta3 enzyme activity; Q01970; Purified PLC-beta3, fluorogenic substrate, fluorescence; inhibition, % at 12.2 µM; 370,000 tested, 0.18% active; AID 720704; in the data active means inhibition above about 11%;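 further: 0% = median of compound wells on plate and 100% = full blocker control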
# UHRF1 binding = UHRF1 methyl-DNA binding inhibition; Q96T88; UHRF1 binding to methylated oligo, TR-FRET; 370,000 tested, 0.75% active; inhibition, % at 4.4 µM; in the data active means inhibition above about 21%;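 further: UHRF1 SRA domain binding a hemimethylated CpG hairpin DNA probe; 0% = median of test compound wells and 100% = reference inhibitor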
# ADAM17 inh = ADAM17 inhibition, QFRET primary screen; AID 720648; 370,000 tested, 0.83% active; inhibition, % at 6.95 µM; recombinant ADAM17, EDANS/DABCYL FRET peptide cleavage;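 active means inhibition above the mean of compounds lying between control limits plus 3 SD, set per campaign, cut at about 8.5% in these data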;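 further: 0% = DMSO-only wells as the low control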
# proKLK7 act = activates the human kallikrein-7 zymogen. purified proKLK7, EDANS-DABCYL substrate fluorescence; 100% is mature enzyme control, 0% vehicle. activation, % at 7 µM. 370,000 tested, 0.9% active;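 active means activation above the mean of all tested compounds plus 3 SD, computed per campaign excluding outliers beyond control limits, cut at about 13% in these data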
# Tn6 DDE FP = disrupts Tn6 cyclic peptide binding to fibrin D-Dimer-E complex; P02675; Fibrin DD(E) TRITC-Tn6 fluorescence polarization displacement; inhibition, % at 8.3 µM; 370,000 tested, 0.21% active;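 active means inhibition above a per-campaign cutoff: mean of compounds within control limits plus 3 SD, cut at about 15% in these data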;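 further: 0% = median of all compound wells on the plate and 100% = blocking peptide control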
# Target sequence (P02675 whole entry, looked up): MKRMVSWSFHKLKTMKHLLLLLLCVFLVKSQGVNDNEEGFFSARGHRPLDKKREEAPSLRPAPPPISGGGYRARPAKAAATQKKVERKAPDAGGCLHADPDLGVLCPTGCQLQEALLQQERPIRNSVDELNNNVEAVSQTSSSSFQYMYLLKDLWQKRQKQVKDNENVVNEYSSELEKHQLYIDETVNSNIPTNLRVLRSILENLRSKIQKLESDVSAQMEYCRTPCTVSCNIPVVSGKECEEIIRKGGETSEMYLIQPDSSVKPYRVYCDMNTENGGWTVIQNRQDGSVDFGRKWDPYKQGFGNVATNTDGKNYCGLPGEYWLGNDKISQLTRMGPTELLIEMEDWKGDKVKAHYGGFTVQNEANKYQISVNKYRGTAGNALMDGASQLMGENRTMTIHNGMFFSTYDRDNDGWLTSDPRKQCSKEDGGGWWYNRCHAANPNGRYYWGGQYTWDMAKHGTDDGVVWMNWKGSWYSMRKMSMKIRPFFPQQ
# MBD2 DNA inh = MBD2-methylated oligo binding inhibition; TR-FRET, MBD2 binding to methylated oligonucleotide; inhibition, % at 4.4 µM; 370,000 tested, 0.31% active; in the data active means inhibition above about 13%
# PLCg1 inh = blocks human PLC-gamma1 enzyme activity. P19174. purified PLC-gamma1, fluorogenic substrate, fluorescence. inhibition, % at 12.2 µM. 370,000 tested, 0.84% active; in the data active means inhibition above about 9.5%
# ASAP1 inh = inhibitors of human ASAP1 ArfGAP activity; Q9ULH1; ASAP1-stimulated ARF1 GTP hydrolysis, GDP FP detection; inhibition, % at 16.5 µM; 360,000 tested, 0.19% active; AID 624377; in the data active means inhibition above about 25%;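 further: 0% = vehicle with enzyme and substrate and 100% = no enzyme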
# Target sequence (Q9ULH1 325-724 limits assumed): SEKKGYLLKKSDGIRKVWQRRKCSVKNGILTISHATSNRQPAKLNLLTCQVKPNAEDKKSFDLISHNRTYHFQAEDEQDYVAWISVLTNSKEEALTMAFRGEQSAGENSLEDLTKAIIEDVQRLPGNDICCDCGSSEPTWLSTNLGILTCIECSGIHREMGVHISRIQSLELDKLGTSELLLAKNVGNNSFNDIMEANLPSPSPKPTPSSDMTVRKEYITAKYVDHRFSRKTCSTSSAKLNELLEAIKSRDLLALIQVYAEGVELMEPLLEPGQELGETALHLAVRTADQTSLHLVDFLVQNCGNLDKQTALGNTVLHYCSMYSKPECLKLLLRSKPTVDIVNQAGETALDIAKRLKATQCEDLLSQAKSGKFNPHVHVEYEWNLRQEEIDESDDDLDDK
# ARFGAP1 inh = inhibits rat ARF GTPase activating protein 1. Arfgap1-stimulated ARF1 GTP hydrolysis, GDP FP detection. Q62848. inhibition, % at 16.5 µM. 360,000 tested, 0.26% active. AID 651572;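 active means inhibition above a per-plate limit, mean inhibition of low control wells plus 3 SD, cut at about 25% in these data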;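 further: 0% = DMSO wells with enzyme and 100% = wells lacking Arfgap1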
# Target sequence (Q62848 1-136 limits assumed): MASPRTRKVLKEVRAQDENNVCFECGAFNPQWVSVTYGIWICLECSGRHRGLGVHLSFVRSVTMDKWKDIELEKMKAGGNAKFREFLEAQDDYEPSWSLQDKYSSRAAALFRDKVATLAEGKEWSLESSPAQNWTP
#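 System: truncated rat Arfgap1 GAP domain / Benchmarks: high control wells lacking Arfgap1, low control full reaction with DMSO / Times: compound-enzyme preincubation 20 min, reaction 120 min, detection 60 min, 25 °C / Repeats: one replicate per compound / Also added: human ARF1(Δ1-17)-GTP substrate / Measured by: Tracer-displacement fluorescence polarization with EDTA stop, 620/688 nm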
# DDE Tn7 FP inh = disrupts Tn7 cyclic peptide binding to fibrin D-Dimer-E complex; FP displacement of FITC-Tn7 peptide from fibrin DD(E); 0% = median of compound wells per plate; inhibition, % at 8.3 µM; 370,000 tested, 0.13% active; AID 720508;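 active means inhibition above the mean of compounds falling within the control limits plus 3 SD of them, cut at about 14% in these data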;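 further: 0% = plate median of compound wells and 100% = 10 µM Aha-Tn7 peptide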
#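 system = human fibrin DD(E) protein | quantity = DD(E) 2 µM final | medium = Tris/NaCl/CaCl2 buffer, pH 7.8 | also added = labelled Tn7 tracer, 0.1 µM | compound dosing = single point at 8.3 µM | timing = compound with protein 10 min, then 3 h after probe, room temperature | signal = FP measurement | benchmarks = Aha-Tn7 high control | repeats = one replicate per compound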
# An asterisk follows results filed as active.
No.	PLC-beta3 inh	UHRF1 binding	ADAM17 inh	proKLK7 act	Tn6 DDE FP	MBD2 DNA inh	PLCg1 inh	ASAP1 inh	ARFGAP1 inh	DDE Tn7 FP inh	mol
1	-141	-1	-9	-0.8	-2	-6	-96	5	3	2	COCCNc1c2c(nc3c(-c4ccccc4)c(C)nn13)CCCC2
2	3	-1	0	0.3	2	-1	1	1	-6	1	C#CCN1[C@@H]2CCN(C2)c2cc(Br)ccc2S1(=O)=O
3	-5	-1	-1	0.3	3	-4	0	14	-1	4	Cc1ccc(NS(=O)(=O)c2ccc(-c3coc(C)n3)cc2)c(Br)c1
4	4	-1	-5	0.2	7	-8	-1	-11	5	5	COc1ccc(OCC(=O)NCCCN2CCOCC2)cc1
5	3	0	-2	0.0	5	0	-3	3	13	1	O=C1NC2(CCc3ccccc32)C(=O)N1CCOc1ccc(Cl)cc1 (stereo not given)
6	-120	-3	-17	-0.2	3	-4	-96	-7	-8	2	CN(C)CCCNc1oc(/C=C/c2cccs2)nc1S(=O)(=O)c1ccccc1
7	-1	1	-2	-0.2	3	-1	0	3	2	-4	COc1ccc(C(=O)CSc2nnc(-c3ccc(C)cc3)o2)cc1
8	5	-1	1	0.7	-1	-4	0	0	-1	-1	COc1ccc(NS(=O)(=O)c2ccc(C(=O)N3CCC(C)CC3)cc2)cc1
9	5	-1	-3	-0.1	-3	2	2	-7	2	-3	CCCCNC(=O)C[C@@H]1C[C@@]2(C(=O)OCC)CCCC=C2N(Cc2ccco2)C1=O
10	4	0	0	0.4	-4	-1	2	-4	7	-7	CCOC(=O)N1CCN(C(=O)c2ccc(CS(=O)c3cccc(C)c3)o2)CC1 (stereo not given)
11	7	0	4	0.4	-6	-4	3	-9	-2	3	CCC(C(=O)NCCC1=CCCCC1)n1nc(C)c2c(C)n(-c3ccccc3)nc2c1=O (stereo not given)
12	-4	-13	9.6*	-0.1	0	-1	2	7	-10	5	CCCCC(=O)NC(c1cccc([N+](=O)[O-])c1)c1ccc2cccnc2c1O (stereo not given)
13	1	4	-7	0.3	0	7	5	-5	-13	5	Cc1csc2ncc(C(=O)N3c4ccccc4CC3C)c(=O)n12 (stereo not given)
14	-182	-2	-338	4.4	14	-4	-153	4	-2	8	CCCC(=O)NNc1c2ccccc2nc2ccccc12
15	-4	1	-5	-0.3	4	-4	1	-5	-1	-4	COc1ccc(CCNC(=O)CCOc2cc(C)ccc2C)cc1OC
16	1	-2	2	-0.2	-2	2	3	-10	13	-7	CCN(CC)S(=O)(=O)c1ccc(NC(=O)C(OC)c2ccccc2)cc1 (stereo not given)
17	1	-3	-3	0.2	6	4	-3	-2	12	-3	N#Cc1ccc(COC(=O)c2ccc3c(=O)[nH]c(CN4CCOCC4)nc3c2)cc1
18	0	-1	0	0.1	-9	-4	2	6	12	6	CC1CCc2nc(NC(=O)C3CC3)sc2C1 (stereo not given)
19	1	-2	-1	-0.1	-5	1	1	8	0	-3	O=C(Nc1ccc2c(c1)oc1ccccc12)C1CC1
20	-32	-11	-2	-1.0	1	-5	-28	10	4	-5	Nc1c(Cl)ncnc1N/N=C/c1ccc2ccccc2n1
21	-51	-4	-15	-8.8	5	-8	-42	-6	-13	5	CN(/N=C/c1ccc(Br)o1)C1=NS(=O)(=O)c2ccccc21
22	-3	3	-1	-0.5	1	-1	-6	2	6	-12	COc1cc2cc(C)c3nnc(SCC(=O)Nc4cc(C)on4)n3c2cc1OC
23	-11	4	-1	-0.4	1	1	-1	0	10	-2	COC(=O)c1ccc(NS(=O)(=O)NC(=O)c2c[nH]c3ccccc23)cc1
24	5	0	-2	0.6	-8	2	0	-2	4	3	CC1(C)SC(=S)N(NC(=O)Nc2ccccc2)C1N(O)C(=O)Nc1ccccc1 (stereo not given)
25	-5	1	-3	0.2	4	0	8	-14	5	1	CCN(CC)C(=O)C1CCCN(C(=O)c2oc3ccc(C)cc3c2C)C1 (stereo not given)

# Look-ups from the results shown.
# Entry for compound 18 in PLC-beta3 inh: 0
# Entry for compound 8 in MBD2 DNA inh: -4
# Entry for compound 19 in Tn6 DDE FP: -5
# Entry for compound 3 in ARFGAP1 inh: -1

# Going on with the list.
No.	PLC-beta3 inh	UHRF1 binding	ADAM17 inh	proKLK7 act	Tn6 DDE FP	MBD2 DNA inh	PLCg1 inh	ASAP1 inh	ARFGAP1 inh	DDE Tn7 FP inh	mol
26	-4	2	-2	0.4	-3	-2	3	-15	10	1	Cc1ccc(C(=O)O)cc1NC(=O)CSc1ncnc2sc3c(c12)CCC3
27	-5	1	1	0.1	-7	1	-1	8	-1	0	COc1ccc(NC(=O)N2CCN(c3nc(-c4cccc(OC)c4)cs3)CC2)cc1
28	-9	-1	3	0.4	-3	-1	-3	-10	-1	-1	CCOC(=O)C(NC(C)=O)(NC(C)C)C(F)(F)F (stereo not given)
29	-12	1	-8	0.1	-4	4	-7	-10	-1	-2	O=C(NC1CCCCC1)C(c1ccncc1)N(CC1CCCO1)C(=O)C(F)(F)F (stereo not given)
30	-15	-1	-3	-0.2	0	-4	-3	-7	-7	11	CC1C(=NO)C(C)C(c2ccccc2)NC1c1ccccc1 (stereo not given)
31	3	4	-1	0.2	-4	1	0	0	-7	-12	O=C(C1CCC(CNc2c(N3CCOCC3)c(=O)c2=O)CC1)N1CCN(c2ccccc2)CC1 (stereo not given)
32	1	-2	-5	-0.3	-3	-3	4	6	2	-3	C[C@@H]1CN([C@H](C)CO)C(=O)c2cc(Br)cnc2O[C@@H]1CN(C)Cc1cncnc1
33	-12	1	-2	0.1	8	2	-1	-2	-1	5	CCn1nc(NS(=O)(=O)c2ccccc2)c2cc3cc(C)ccc3nc21
34	-5	3	7	-0.2	2	1	-5	9	-9	1	Cc1cc(Nc2nc3ccccc3[nH]c2=O)n(-c2ccccc2)n1
35	0	0	-1	0.1	10	-2	0	-4	22	-3	O=C(COC(=O)c1ccc(C(F)(F)F)cc1)Nc1cccc(S(=O)(=O)NC2=NCCCCC2)c1
36	-301	2	-136	-35	-7	2	-262	11	16	-5	COc1cc(C#Cc2c(-c3cncn3C)n(C)c3ccc(-c4cc(OC)c(OC)c(OC)c4)cc23)cc(OC)c1
37	-3	-1	7	-0.9	-7	1	8	12	4	0	COc1ccc(NC(=O)Nc2ccc([N+](=O)[O-])cc2)cn1
38	-10	3	-6	-0.6	-6	9	4	1	3	5	Cc1cnc(C(=O)OCc2ccc(Br)cc2F)cn1
39	-30	-5	-6	-0.7	-10	4	-18	-1	0	9	COc1ccc(/C=C(/NC(=O)c2ccccc2)c2nc3ccccc3[nH]2)cc1OC
40	-4	0	0	0.5	-8	2	-5	11	2	-3	O=C(CN1C(=O)c2cccnc2Oc2ccc(Cl)cc21)Nc1ccccc1F
41	-15	4	-2	0.6	7	2	-3	-8	9	-9	Nc1ccc2nc(COc3ccccc3)[nH]c2c1
42	2	2	3	0.7	7	1	4	-3	-2	3	S=C(NCCc1ccccc1)Nc1ccccc1Cl
43	-2	-1	1	0.8	5	-3	-3	12	5	9	COc1cccc(-c2nc(SCC(=O)Nc3nc(-c4ccccc4)c(C)s3)[nH]c(=O)c2C#N)c1
44	3	-1	-2	0.5	-4	-2	3	9	2	4	CCOC(=O)C1CCN(c2cc(=O)n(-c3ccccc3Cl)c(=O)[nH]2)CC1
45	2	2	3	0.1	-1	-4	2	-2	5	-14	CC(C)c1ccc(COc2ccc(C(=O)N3CCOCC3)cc2)cc1
46	-2	0	0	0.2	1	1	1	14	3	2	Cc1ccccc1CNC(=O)C(=O)NCC1OCCCN1S(=O)(=O)c1ccc(F)cc1C (stereo not given)
47	9	3	0	0.5	-1	-1	-1	16	-4	-2	COc1ccccc1N(C)S(=O)(=O)c1ccc(C(=O)OCC(=O)NCc2ccco2)cc1
48	0	-3	-1	-0.1	2	5	0	12	11	-1	COc1ccc(OCC(=O)NNC(=O)C(=O)Nc2ccc(C)cc2)cc1
49	-33	5	-3	-1.3	3	-3	-23	-14	23	2	S=c1[nH]c2ccccc2n2c(=S)[nH]nc12
50	-44	-4	-6	-0.8	3	-7	-30	1	0	-2	COc1ccc2c(c1)-c1nc(N)sc1CC2

# Part of the list above in order of heavy-atom count, lowest first:
No.	PLC-beta3 inh	UHRF1 binding	ADAM17 inh	proKLK7 act	Tn6 DDE FP	MBD2 DNA inh	PLCg1 inh	ASAP1 inh	ARFGAP1 inh	DDE Tn7 FP inh	mol
37	-3	-1	7	-0.9	-7	1	8	12	4	0	COc1ccc(NC(=O)Nc2ccc([N+](=O)[O-])cc2)cn1
32	1	-2	-5	-0.3	-3	-3	4	6	2	-3	C[C@@H]1CN([C@H](C)CO)C(=O)c2cc(Br)cnc2O[C@@H]1CN(C)Cc1cncnc1
46	-2	0	0	0.2	1	1	1	14	3	2	Cc1ccccc1CNC(=O)C(=O)NCC1OCCCN1S(=O)(=O)c1ccc(F)cc1C (stereo not given)

# (further entries)
No.	PLC-beta3 inh	UHRF1 binding	ADAM17 inh	proKLK7 act	Tn6 DDE FP	MBD2 DNA inh	PLCg1 inh	ASAP1 inh	ARFGAP1 inh	DDE Tn7 FP inh	mol
51	1	-1	1	0.0	-5	3	1	-13	-2	-2	CC1CC(=O)Nc2ccccc2N1C(=O)Nc1ccccc1 (stereo not given)
52	-3	-2	-1	0.4	6	2	1	2	4	-6	O=C(O)CCN1C(=O)/C(=C\c2cccc(OCc3ccccc3)c2)SC1=S
53	1	-3	-4	-0.5	-5	0	-5	-13	6	1	CCOC(=O)c1c(NC(N)=O)sc(C)c1C
54	-1	-2	4	0.1	-21	4	3	11	-1	7	O=C(NCc1ccccc1)c1c[nH]c2ccc(S(=O)(=O)Nc3ccc4c(c3)OCCO4)cc2c1=O

# Entries of single compounds, looked up by structure:
# O=C(C1CCC(CNc2c(N3CCOCC3)c(=O)c2=O)CC1)N1CCN(c2ccccc2)CC1 (stereo not given) is listed with PLC-beta3 inh = 3; UHRF1 binding = 4; ADAM17 inh = -1; proKLK7 act = 0.2; Tn6 DDE FP = -4; MBD2 DNA inh = 1; PLCg1 inh = 0; ASAP1 inh = 0; ARFGAP1 inh = -7; DDE Tn7 FP inh = -12
# COc1ccc(OCC(=O)NCCCN2CCOCC2)cc1 is listed with PLC-beta3 inh = 4; UHRF1 binding = -1; ADAM17 inh = -5; proKLK7 act = 0.2; Tn6 DDE FP = 7; MBD2 DNA inh = -8; PLCg1 inh = -1; ASAP1 inh = -11; ARFGAP1 inh = 5; DDE Tn7 FP inh = 5
